# Source: PubChem (several laboratories)
# KLF5 inhibitor – kruppel-like factor 5 inhibition; DLD-1 KLF5 promoter-luciferase reporter, luminescence; inhibition, % at 5 µM; actives 0.23% (n = 290,000); AID 1700;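 active = inhibition above a per-plate limit of that plate's mean compound inhibition plus 3 SD, cut at about 60% in these data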;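 also: 0% = DMSO wells and 100% = LY294002 at 200 µM; higher means less KLF5 promoter-driven luciferase light; inactives centre near -14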
# GSK3A inh – blocks human GSK-3 alpha kinase. actives 0.1% (n = 320,000). inhibition, % at 10 µM. AID 2650. ADP-Glo luminescence, 60 min. P49840;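 in the data active = inhibition above about 50%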;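 also: GST-tagged GSK-3 alpha with peptide substrate and 25 µM ATP; 0% = DMSO neutral wells and 100% = GW8510 positive control wells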
# Target sequence (P49840 whole entry, looked up): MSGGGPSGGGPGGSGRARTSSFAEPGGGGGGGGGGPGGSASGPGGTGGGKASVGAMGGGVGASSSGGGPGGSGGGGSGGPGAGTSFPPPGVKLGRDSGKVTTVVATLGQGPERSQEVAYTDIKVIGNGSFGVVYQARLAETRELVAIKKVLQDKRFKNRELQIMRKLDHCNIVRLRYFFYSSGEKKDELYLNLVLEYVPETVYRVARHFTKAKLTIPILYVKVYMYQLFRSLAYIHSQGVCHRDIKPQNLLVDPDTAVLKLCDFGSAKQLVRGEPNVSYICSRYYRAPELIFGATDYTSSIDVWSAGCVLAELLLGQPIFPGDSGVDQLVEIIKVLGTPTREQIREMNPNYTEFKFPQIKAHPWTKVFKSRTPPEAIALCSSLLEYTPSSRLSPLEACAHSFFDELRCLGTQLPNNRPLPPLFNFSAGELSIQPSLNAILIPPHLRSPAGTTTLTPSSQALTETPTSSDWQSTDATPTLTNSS
# IEC-6 cytotox – counter-screen for KLF5 inhibitors: cytotoxicity in IEC-6 cells. IEC-6 cytotoxicity, luminescence viability. inhibition, % at 5 µM. AID 1825. actives 0.78% (n = 290,000); in the data active = inhibition above about 22%;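 also: 0% = plate median of test compound wells and 100% = cytotoxic reference compound wells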
# HIF act – HIF pathway transcriptional activation. actives 0.32% (n = 300,000). activation, % at 7.5 µM (by protocol). U2OS HRE-luciferase reporter, luminescence; normalized: DMSO 0%, desferrioxamine 100%;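 active = mean activation of at least 10% of the iron chelator positive control signal, with at least half of replicates also reaching 10%; inconclusive = mean and replicate majority disagree about reaching 10%; inactive = mean and most replicates under 10%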
# HSF1 inhib – HSF1 inhibition; NIH3T3-HGL HSE-luciferase, MG132-induced, luminescence 8 h; active compounds read low; activity change, negative = inhibition, % at 7.5 µM (by protocol); actives 0.77% (n = 300,000); AID 2098;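 active = more than half of replicate wells show activity change below -50%, luminescence cut by over half; inconclusive = some wells, but at most half, below -50%; inactive = no replicate well below -50%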;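 also: luciferase reports HSF-1 transcriptional activity via heat shock element; 0% = median of DMSO wells and -100% = zero luminescence signal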
# HSP90 inh – blocks HSP90-mediated luciferase refolding in reticulocyte lysate | Rabbit reticulocyte lysate, luciferase refolding luminescence, 3 h | inhibition, % at 5.6 µM | actives 0.91% (n = 290,000) | AID 1789;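 active = inhibition above the screen-wide mean plus 3 SD, computed separately per campaign, cut at about 16% in these data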;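 also: 0% = DMSO wells and 100% = 60 µM geldanamycin wells; inhibitors lower the luminescence because luciferase stays unfolded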
# GSK3beta inhib – human GSK3beta kinase inhibition; P49841; GST-GSK3beta kinase, ADP-Glo luminescence, 60 min; active compounds read low; activity score (negative = inhibition), % at 10 µM; actives 0.038% (n = 300,000); AID 2097;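 active = more than half of replicate wells score below -50%, meaning over 50% inhibition versus plate controls; inconclusive = some replicates but at most half score below -50%; inactive = no replicate scores below -50%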;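 also: 0% = median DMSO wells and -100% = median GW8510 positive control wells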
# Target sequence (P49841 whole entry, looked up): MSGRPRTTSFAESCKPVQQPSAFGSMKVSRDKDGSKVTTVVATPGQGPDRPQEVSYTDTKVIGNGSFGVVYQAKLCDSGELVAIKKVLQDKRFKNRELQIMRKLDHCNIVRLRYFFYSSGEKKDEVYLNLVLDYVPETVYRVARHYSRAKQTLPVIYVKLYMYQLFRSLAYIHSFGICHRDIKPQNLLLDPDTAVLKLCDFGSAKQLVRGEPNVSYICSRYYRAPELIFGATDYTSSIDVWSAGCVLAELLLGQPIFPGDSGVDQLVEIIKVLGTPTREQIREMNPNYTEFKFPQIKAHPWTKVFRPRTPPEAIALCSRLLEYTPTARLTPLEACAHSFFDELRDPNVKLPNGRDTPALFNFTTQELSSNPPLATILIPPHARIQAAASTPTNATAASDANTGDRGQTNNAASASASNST
#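 test system = GST-tagged human GSK3beta kinase, cell-free | reagent = 25 µM ATP with peptide substrate | dosing = one dose of 10 µM per compound | schedule = 60 min reaction, RT | detection = luminescent ADP-Glo measurement of ADP formed | control set = DMSO neutral wells and GW8510 at 20 µM as positive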
# aSyn UTR inh – MLPCN primary screen, SNCA 5' untranslated region; inhibition, % (tested at 7.5 µM); actives 0.82% (n = 300,000); alpha-synuclein 5'UTR reporter, inhibitor activity; in the data active = inhibition above about 60%; inconclusive = no clear call, values can overlap the other calls;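 also: H4 neuroglioblastoma cells stably carrying SNCA 5'UTR luciferase fusion; 0% = DMSO wells and 100% = positive control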
# AI-2 QS modul – Vibrio harveyi AI-2 quorum sensing modulation | Vibrio harveyi JMH597 AI-2 luminescence/OD600 ratio, 9 h; active compounds read low; strain lacks LuxN and CqsS sensors; 0 = neutral-control median | activity change, % at 7.5 µM | actives 0.4% (n = 300,000) | AID 2094; in the data active = activity change below about -75%, passing the limit was not always enough; inconclusive = no clear call, values can overlap the other calls;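 also: luminescence divided by OD600 gain over 9 h not by final OD600 alone; inactives centre near 13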
# HSF-1 act – increases HSF-1 driven luciferase reporter signal; activation, % at 9 µM; actives 1.7% (n = 300,000); NIH3T3-HGL HSF-1 luciferase reporter, MG132, 8 h; 100% = twice DMSO control signal;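 active = mean replicate activation of at least 50% with a set share of replicates each reaching 50%; inconclusive = only one of those two conditions met; inactive = mean below 50% and too few replicates reaching it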;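 also: 0% = median of the neutral control wells and 100% = twice that signal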
# Starred values were filed as active, the others as inactive; ? = inconclusive; nt = not tested or not shown.
SMILES,KLF5 inhibitor,GSK3A inh,IEC-6 cytotox,HIF act,HSF1 inhib,HSP90 inh,GSK3beta inhib,aSyn UTR inh,AI-2 QS modul,HSF-1 act
CCOc1ccc(NC(=O)C2CCCN(c3c(CC)c(C)nc4ncnn34)C2)cc1 (stereo not drawn),1,-1,9,-37,-5,-2,0,3,15,1
CC1=NN(c2nc(-c3ccccc3)cs2)C(=O)C1,-29,0,5,-0.6,-5,8,2,-15,15,-19
CC(C)(C)C(=O)COC(=O)C1=NN(c2ccccc2)C(=O)CC1,-15,-1,0,-1.2,-14,-2,0,8,11,4
Cc1c(C(=O)NC(=S)Nc2cccnc2)cccc1[N+](=O)[O-],-9,-3,0,-0.4,-10,3,-1,-6,8,1
CC(C)c1ccc(-c2c(NCCc3ccccc3)c(=O)c2=O)cc1,-42,1,-6,-0.1,2,-1,0,7,58,0
COc1cc(C2C(C(=O)c3ccc(C)o3)=C(O)C(=O)N2Cc2cccnc2)ccc1O (stereo not drawn),8,-4,8,-0.5,-1,3,3,-4,9,5
O=C(COc1ccccc1Cl)N1CCN(c2ccccn2)CC1,nt,-6,nt,-0.3,0,nt,1,-3,7,-20
C#CC[N+]1(CC#Cc2ccccc2)CCCC1,-11,-1,6,-0.3,-2,1,1,9,4,-6
COc1ccc(-c2cccc(NS(=O)(=O)c3cc([N+](=O)[O-])c(C)c([N+](=O)[O-])c3)c2)nn1,nt,nt,nt,-0.3,-4,nt,2,11,22,-15
CCCCC(=O)Nc1cccc(NC(=O)c2ccc(Br)cc2)c1,-29,nt,2,-0.4,6,-1,-14,10,11,-10
Cc1ccc(CNC(=O)C(OC(=O)c2ccco2)C(C)C)cc1 (stereo not drawn),-1,-1,-13,0.1,0,1,0,12,28,14
COC(=O)c1cc(OC)c(OC)cc1NC(=O)c1ccc(C)cc1,-13,-1,-2,-0.3,-6,2,-3,27,6,6
CCCNS(=O)(=O)c1ccc(OCC(=O)Nc2ccc3c(c2)OCCO3)c(C)c1,nt,-2,nt,-6.3,-2,nt,3,8,11,1
O=C(CN(C(=O)CNS(=O)(=O)c1ccccc1)c1ccc(F)cc1)NCc1ccco1,-20,-4,4,0.4,-3,-1,1,-4,10,-10
Cc1ccc(C(=O)Nc2ccc(C(=O)N3CCCCC3)cc2)cc1,-14,-1,-2,0.2,-5,-4,-3,-35,36,17
Cc1ccn(CCSCC(=O)O)n1,-14,0,-6,0.0,-1,4,-3,-9,25,-18
C=CCSc1nc2c(c(=O)[nH]c(=O)n2C)n1C/C=C(/C)Cl,-25,-4,-1,0.2,-2,2,-4,30,37,-2
COC(=O)Cc1ccc(NC(=S)NC(C)(C)C)cc1,-28,-1,-2,25*,-13,0,-2,-6,29,0
CCOc1cccc(C2C(C(=O)c3ccc(C)o3)=C(O)C(=O)N2Cc2ccncc2)c1 (stereo not drawn),-2,-3,-3,-18,1,1,2,1,6,-9
CCc1ccc(NC(=O)Cn2nnc(C(=O)NCc3cccs3)c2N)cc1,-4,1,-7,-0.1,-2,3,2,1,28,2
COc1ccc(CN(Cc2cccn2C)S(=O)(=O)c2ccccc2)cc1,-10,-3,3,0.2,-1,3,2,-16,25,-10
COC(=O)C(C)NS(=O)(=O)c1ccc(NC(C)=O)cc1 (stereo not drawn),1,0,26*,nt,-5,4,-2,10,19,0
COc1ccc(/C=C/c2nnc(NC(=O)COc3ccc(C)cc3)s2)cc1,-10,-2,-2,-2.6,9,0,-12,-53,25,12
CN(C)c1nc(N)ncc1-c1ccc(Oc2ccccc2)cc1,-12,-2,-2,0.0,0,3,0,-6,9,6
Cc1ccccc1NC(=O)c1cccc(NC(=O)c2ccccc2C(=O)O)c1,nt,-2,nt,0.1,0,nt,3,-19,16,-5
Cc1cccc(C)c1OCC(C)N (stereo not drawn),nt,-1,nt,-0.2,-1,nt,-2,-1,13,-9
O=C(Nc1ccc(N2CCN(C(=O)c3ccccc3)CC2)c(Cl)c1)c1cccnc1,-3,-3,9,0.2,-2,2,3,16,-2,19
O=C(c1cc(-c2cccs2)on1)N1CCN(c2ccccc2)CC1,4,-7,4,-1.8,33,2,2,-9,68,43
Cc1cc(S(=O)(=O)NCC(C)C)ccc1OCC(=O)NCc1ccco1,6,-2,2,-0.6,-4,2,0,2,10,14
CCCC(=O)Nc1ccc(NC(=O)c2ccccc2F)cn1,-70,-1,2,4.3,3,0,0,-90,14,20
CC(=O)c1c(COC(=O)c2ccccc2)nc2ccccc2[n+]1[O-],-7,5,-4,0.0,2,0,4,-28,36,-2
CCOC(=O)CSc1nnc(CNC(=O)c2ccc(S(=O)(=O)N(C)C)cc2)n1C,-23,1,-5,0.1,-1,-3,-3,-11,15,-10
CCN(CC)c1ccc(/C=C2\SC(N)=NC2=O)cc1,-107,-1,-4,1.1,-1,-3,2,-114,19,29
CC(C)(C)OC(=O)NCCCC(CCCNC(=O)OC(C)(C)C)C(=O)O,-12,-3,3,0.4,-8,5,7,5,26,-1
C=CCn1c(SCC(=O)N(CCC)C2CCS(=O)(=O)C2)nnc1-c1ccccc1OC (stereo not drawn),nt,2,nt,-0.2,-6,nt,1,1,16,-13
Cc1ccc2[nH]c3c(c2c1)CN(C(=O)CN1c2ccc(F)cc2CCC1C)CC3 (stereo not drawn),-12,0,2,0.8,3,6,1,22,10,6
O=C(OCn1cncn1)c1ccc(Cl)cc1Cl,-2,-2,0,-28,-3,0,2,5,6,1
O=C(CSCc1ccco1)c1cccs1,-37,1,-6,1.5,17,-3,-4,-174,6,15
CCOC(=O)c1cc(-c2ccco2)nc2c1c(C)nn2CCC#N,1,-1,4,-0.5,8,-1,2,9,13,21
N#Cc1cn(CC(=O)N2CCCC2)c2ccccc12,-45,-1,4,0.8,-4,-1,2,-12,5,6
O=C(COc1coc(CN2CCN(c3ccc(F)cc3)CC2)cc1=O)NCC1CCCO1 (stereo not drawn),nt,-1,nt,0.2,0,nt,3,-12,19,11
N#CCC(=O)Nc1ccc(C(=O)OCC(=O)C23CC4CC(CC(C4)C2)C3)cc1,nt,0,nt,0.5,-3,nt,-4,11,11,-1
Cc1nn(C)cc1CNC(=O)Nc1ccc(Cl)cc1,-21,-1,1,2.4,11,3,4,-69,-5,47
Cc1ccnc(N/C=C/C(=O)c2ccc(Br)cc2)c1,-74,-2,2,-7.7,26,9,0,-62,22,?
CCOc1cc(N2CCOCC2)c(OCC)cc1NC(=O)COC(=O)CCn1c(C)csc1=O,nt,-1,nt,0.1,12,nt,1,11,20,15
CCOc1ccc(NC(=S)C(C#N)=C2N(C)c3ccccc3N2C)cc1,-26,0,-4,-1.4,-2,0,2,-23,21,-2
COc1ccc(NS(=O)(=O)c2cccc(NC(=O)c3ccccn3)c2)cc1,-6,1,4,0.2,0,-1,1,5,22,-5
O=C(/C(=C/O)N=Nc1ccccc1)c1cccs1,1,0,1,-0.4,18,1,-1,-8,5,25
O=[N+]([O-])c1cccc(N(CC(O)CN2CCCCC2)S(=O)(=O)c2ccccc2)c1 (stereo not drawn),-9,2,0,-0.4,-3,-1,1,-1,13,8
COc1cc(/C=N/NC2=NC(C)(C)Cc3ccccc32)cc(OC)c1OC,-4,2,8,-0.8,-7,6,-1,14,27,1
Cc1cc(C)c(S(=O)(=O)Nc2ccccn2)c(C)c1,-16,-1,-1,0.4,-6,-1,-3,11,17,-4
O=c1[nH]cnc2scc(-c3ccc(F)cc3)c12,-23,nt,-2,0.4,3,0,-2,15,19,4
CCCCCCNC(=O)c1cc(S(=O)(=O)N2CCc3ccccc32)ccc1F,-7,8,0,-0.2,-2,3,-2,6,3,2
CS(=O)(=O)c1ccc(C(=O)NC2CCCCC2)cc1,-27,0,-2,-0.3,-27,1,-3,-11,35,-5
COc1cccc(NC(=O)CSc2ccc3nnc(CCNC(=O)c4ccccc4)n3n2)c1,-8,-1,-1,-0.1,2,0,6,-9,33,8
CCc1ccccc1NC(=O)CCC(=O)OCC(=O)c1ccc(-c2ccccc2)cc1,-7,-38,1,-0.3,-5,3,-6,3,11,-16
Clc1ccc(OCc2nn3c(-c4ccco4)nnc3s2)cc1,-18,-2,0,0.2,7,1,1,-3,6,21
Nc1nc(-c2ccco2)nn1S(=O)(=O)c1ccc(Cl)cc1,-4,-1,12,0.5,-1,5,nt,-7,nt,4
Oc1ccc2ccc3[nH]cnc3c2c1,-27,3,0,2.3,-7,2,3,-39,-13,6
Cc1cc(Br)c(OCc2ccc(C(=O)N/N=C3\CC4CC=CC34)cc2)c(Br)c1 (stereo not drawn),-8,-2,2,0.1,-7,2,-2,6,25,5

# Continued.
SMILES,KLF5 inhibitor,GSK3A inh,IEC-6 cytotox,HIF act,HSF1 inhib,HSP90 inh,GSK3beta inhib,aSyn UTR inh,AI-2 QS modul,HSF-1 act
Cc1cccc(CCNC(=O)C2CCC(=O)N(Cc3ccccc3F)C2)n1 (stereo not drawn),-37,4,4,0.0,-5,-1,12,2,4,-9
O=C(O)CCc1ccc(-c2ccc(Br)cc2)n1-c1cccc(O)c1,-46,-3,-4,-0.6,8,-5,3,-5,2,4
NS(=O)(=O)c1ccc(CCNCc2cc(Cl)ccc2OCc2ccccc2)cc1,-15,0,0,-2.5,0,-3,1,-3,15,4
CCN1CCN(Cc2nc3c(c(=O)n(C)c(=O)n3C)n2C(C)C(C)=O)CC1 (stereo not drawn),-11,-2,2,0.5,-1,4,0,10,0,5
C=CCn1c(=O)c2ccccc2n2nnc(C(=O)OCC)c12,-10,-2,3,0.3,4,2,-1,-9,22,-6
COc1ccc(CNC(=S)Nc2ccccc2F)cc1,-53,-4,7,-8.0,3,-3,2,-37,-23,20
CCCC(CCC)C(=O)NNc1cc(=O)c2c(=O)n(C)c(=O)n(C)c2[nH]1,0,0,2,-0.4,-2,-2,0,-14,62,-11
Cc1cc(F)ccc1S(=O)(=O)Nc1nc2ccccc2nc1Cl,1,-5,-6,-0.1,-2,1,2,-23,36,13
Cc1cccc(N(C(=O)Cc2cccs2)C(C(=O)NC2CCCC2)c2ccncc2)c1 (stereo not drawn),-11,0,2,2.0,32,2,0,14,4,24
Cc1ncc([N+](=O)[O-])n1CC(=O)N/N=C/c1ccccc1F,7,0,0,-0.3,-9,2,1,-2,18,3
COC(=O)C(C)Sc1ccc2nnc(-c3ccc(F)cc3)n2n1 (stereo not drawn),-1,nt,1,-0.2,-9,-4,-2,-1,20,-5
COCCNc1cc(C)nc2ccccc12,6,1,2,0.0,-7,-4,2,9,13,-3

# Single values from the entries so far:
# In AI-2 QS modul, CCCCC(=O)Nc1cccc(NC(=O)c2ccc(Br)cc2)c1 is listed with 11
# In GSK3A inh, O=C(/C(=C/O)N=Nc1ccccc1)c1cccs1 is listed with 0
